# Source: PubChem BioAssay
# SUMO HTRF inh: SUMOylation inhibition; P63279; HTRF SUMOylation assay, SAE1/SAE2 + UBC9, in vitro; inhibition, % at 35 µM; 0.36% of 290,000 active; AID 2006; in the data active = inhibition above about 50%, passing the limit was not always enough; also: strong numbers were not always called active
# VIM-2 inh: blocks Pseudomonas aeruginosa VIM-2 metallo-beta-lactamase; purified VIM-2, nitrocefin hydrolysis, epi-absorbance fluorescence; inhibition, % at 5.6 µM; 0.89% of 290,000 active;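 active = inhibition above the mean of all tested compounds plus 3 SD, cutoff set per screening run, cut at about 7.5% in these data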;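 also: red hydrolysis product quenches plate fluorescence so inhibitors raise well fluorescence; 0% = enzyme with DMSO and 100% = DMSO without enzyme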
# IMP-1 inh: blocks Pseudomonas aeruginosa IMP-1 metallo-beta-lactamase. AID 1556. 0.45% of 290,000 active. purified IMP-1, nitrocefin hydrolysis, epi-absorbance fluorescence. inhibition, % at 5.6 µM;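 active = inhibition above the mean plus 3 SD of all compounds in the same screening run, cut at about 4.5% in these data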;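 also: 0% = IMP-1 with DMSO and 100% = DMSO wells lacking enzyme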
#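 System: purified IMP-1 / Input: IMP-1 dispensed at 0.2 nM / Medium: 50 mM HEPES pH 7.1, 50 µM ZnSO4, 0.05% Brij 35 / Timing: 15 min enzyme–compound preincubation, then 25 min nitrocefin reaction, 25 °C / Technique: plate fluorescence quenching by hydrolysis product, ex 480/em 530 nm / Repeats: singlicate testing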
# NS3 helicase inh: HCV NS3 helicase inhibition. NS3 helicase DNA unwinding, Cy5 molecular beacon fluorescence. inhibition, % at 10.9 µM. 0.56% of 290,000 active. AID 1800;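 active = inhibition above the mean of all tested compounds plus 3 SD, set per campaign, cut at about 35% in these data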;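 also: 0% = DMSO wells and 100% = thioflavine S control wells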
#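 Control set: DMSO versus 110 µM thioflavine S; Material: NS3 helicase fragment of HCV; Measured by: Cy5 fluorescence at 0 and 60 min, beacon hairpin quenching; Read-out basis: percent inhibition from t60/t0 fluorescence ratio; Times: reaction time 60 min, 25 °C; Repeats: single replicate; Compound dosing: single dose, 10.9 µM nominal final, DMSO 0.8% final.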
# IDE act: activators of human insulin-degrading enzyme in cells | P14735 | HEK cells, FAbeta-B cleavage, fluorescence polarization; 0% vehicle, 100% cell-free pure enzyme wells | activation, % at 5.96 µM | 0.073% of 340,000 active | AID 493087;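 active = activation above the mean of all tested compounds plus 3 SD, set per screening campaign, cut at about 17% in these data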
# Target sequence (P14735 whole entry, looked up): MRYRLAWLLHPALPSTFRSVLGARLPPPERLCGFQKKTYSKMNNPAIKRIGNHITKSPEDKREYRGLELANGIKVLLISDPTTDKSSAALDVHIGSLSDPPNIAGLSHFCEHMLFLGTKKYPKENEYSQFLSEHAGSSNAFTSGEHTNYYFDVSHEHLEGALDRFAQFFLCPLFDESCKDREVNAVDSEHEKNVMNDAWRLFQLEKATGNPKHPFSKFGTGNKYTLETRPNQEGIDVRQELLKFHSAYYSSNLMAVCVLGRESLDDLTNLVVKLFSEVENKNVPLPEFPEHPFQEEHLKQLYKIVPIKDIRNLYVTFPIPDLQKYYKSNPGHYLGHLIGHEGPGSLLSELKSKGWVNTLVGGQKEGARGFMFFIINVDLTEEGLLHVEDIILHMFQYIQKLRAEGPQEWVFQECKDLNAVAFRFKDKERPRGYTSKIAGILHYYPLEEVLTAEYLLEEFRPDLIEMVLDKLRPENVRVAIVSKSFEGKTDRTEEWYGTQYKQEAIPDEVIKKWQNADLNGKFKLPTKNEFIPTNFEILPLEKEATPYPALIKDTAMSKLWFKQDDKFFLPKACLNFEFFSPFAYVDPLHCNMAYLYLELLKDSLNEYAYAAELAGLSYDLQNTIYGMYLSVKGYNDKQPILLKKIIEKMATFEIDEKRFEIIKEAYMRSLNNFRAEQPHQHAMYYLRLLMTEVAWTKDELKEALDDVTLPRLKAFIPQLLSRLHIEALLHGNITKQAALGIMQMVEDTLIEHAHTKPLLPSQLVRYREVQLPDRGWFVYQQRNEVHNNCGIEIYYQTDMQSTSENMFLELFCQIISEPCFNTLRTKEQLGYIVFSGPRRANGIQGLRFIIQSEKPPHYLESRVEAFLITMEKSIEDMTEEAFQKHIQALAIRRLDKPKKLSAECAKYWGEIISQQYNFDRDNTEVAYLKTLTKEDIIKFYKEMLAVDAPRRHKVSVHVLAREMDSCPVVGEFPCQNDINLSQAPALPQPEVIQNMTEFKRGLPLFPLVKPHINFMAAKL
# MEKK3 PB1 HTS: MEKK3-MEK5 PB1 interaction, increase or decrease. bead-based flow cytometry, Alexa488-MEK5 binding to MEKK3; actives lie on both sides; 0 = blocked by unlabeled MEK5, 100 = vehicle. binding response (% of control), % at 10 µM. 1.4% of 290,000 active;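 active = binding response more than 3 SD above or below the average of its plate-row segment, actives on both sides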;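 also: Alexa488 bead fluorescence after subtracting the streptavidin-only scavenger bead signal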
# PHOSPHO1 block: inhibitors of human PHOSPHO1 phosphatase. Q8TCT1. recombinant PHOSPHO1, absorbance phosphatase assay. inhibition, % at 13.3 µM. 1.1% of 290,000 active. AID 1565; in the data active = inhibition above about 60%
# DNA FID counter: displaces DNA intercalator in HCV helicase counter-screen; AID 1845; inhibition, % at 7.9 µM; DNA fluorescent intercalator displacement, fluorescence; 0.17% of 290,000 active; in the data active = inhibition above about 37%;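 also: 0% = vehicle and 100% = reference compound; higher means more ethidium bromide displaced from hairpin DNA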
# p-CIP stab down: p/CIP protein destabilization; F442A p/CIP-EGFP cells, EGFP fluorescence, 16 h; 0.01% of 290,000 active; Q05BA5; decrease of EGFP signal, % at 10 µM;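 active = EGFP signal decrease of at least 30% at 10 µM or well 3 SD below plate mean, unless failing retest; inactive = the rest, including hits failing retest or dose response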; also: some compounds called inactive have numbers as strong as hits; many of its hits are not listed in these tables
# Active calls of the source: *; / = no result given. This is a subset; rates above refer to the full screens.
molecule	SUMO HTRF inh	VIM-2 inh	IMP-1 inh	NS3 helicase inh	IDE act	MEKK3 PB1 HTS	PHOSPHO1 block	DNA FID counter	p-CIP stab down
CCC(SCC(=O)OC)C(=O)Nc1nnc(C(C)C)s1 (configuration not stated)	-4.1	0.3	-5.5	2.1	2.1	106.0	2.1	-1.2	-8.0
Cc1cc(NC(=O)CS(=O)(=O)c2cn(Cc3cccc(F)c3)c3ccccc23)no1	24.9	-2.1	-2.3	-1.8	2.4	/	13.9	-19.4	-11.8
O=C(CSCc1nc2ccccc2[nH]1)N1CCN(c2cccc(Cl)c2)CC1	-3.9	-3.2	-2.2	-8.6	5.3	92.0	52.9	-25.1	-10.7
COc1ccc(Cl)cc1N1C(=NC(=O)C2CCCCC2)SC2CS(=O)(=O)CC21 (configuration not stated)	-8.9	-3.5	-0.5	-12.5	1.4	98.0	31.9	-32.5	-29.4
CC(C)Oc1ccc(N2CC(C(=O)Nc3ccc4c(c3)OCO4)CC2=O)cc1 (configuration not stated)	14.5	-1.6	-2.3	-3.8	-1.9	96.0	-6.6	-10.3	-10.3
Cc1c(OCC(=O)NC(Cc2ccc(Cl)cc2)C(=O)O)ccc2c(-c3ccccc3)cc(=O)oc12 (configuration not stated)	30.9	0.7	-0.6	-42.2	1.6	98.0	2.7	4.4	-0.6
O=C(Nc1ccc(Cl)cc1)C1C2C=CC3(O2)C1C(=O)N(CCCN1CCCCC1)C3C(=O)NC1CCCCC1 (configuration not stated)	0.9	-1.5	-1.3	-1.3	1.4	103.0	18.4	-0.7	-4.7
Cc1cc(N2CCCCCC2)nc2ccc(F)cc12	/	-5.4	-2.5	6.5	-4.4	95.0	/	4.7	/
COc1ccc(C)cc1-n1[nH]nnc1=S	10.2	0.9	-2.1	-3.7	2.3	91.0	-31.6	-3.7	-3.7
CC(=O)c1ccc(S(=O)(=O)N2CCCC(N(C)CCc3ccccn3)C2)cc1 (configuration not stated)	-1.6	-3.2	-2.5	-3.7	5.9	105.0	-32.9	-1.5	-1.0
CCC1(C)Cc2c(sc3nnn(CC(=O)Nc4ccccc4C)c(=O)c23)CO1 (configuration not stated)	-18.1	-3.6	-2.6	3.4	-1.5	105.0	17.3	-2.9	-4.4
Oc1ccccc1CNc1nc2ccccc2n1CCN1CCCCC1	10.0	-2.6	-1.6	-6.8	0.9	102.0	-14.1	8.6	-12.7
O=C(NCCNC(=O)c1ccco1)c1ccco1	-0.7	-3.6	-4.1	7.5	-4.3	99.0	19.4	-3.2	17.3
FC(F)(F)c1cccc(NC(=S)Nc2cccc(NC(=S)Nc3cccc(C(F)(F)F)c3)n2)c1	-4.3	-1.1	-1.9	-10.5	2.7	100.0	-10.4	-0.2	1.0
Cn1ccsc1=NC(=O)c1ccc(CS(C)(=O)=O)cc1	5.7	-5.0	-3.8	5.5	6.0	100.0	36.6	-4.5	8.8
O=C(Nc1cccc(O)c1)c1cccc(S(=O)(=O)N2CCCC2)c1	11.8	-2.3	-4.8	5.6	3.1	102.0	14.5	-2.5	-4.7
Nc1ccc(Cl)c(S(=O)(=O)Nc2ccccc2Cl)c1	-12.0	-2.3	-3.2	-0.6	2.3	106.0	-36.8	-1.0	-7.9
COc1cccc2cc(/C(=N/O)c3ccc(Br)cc3)oc12	4.5	-1.9	-1.5	-1.0	-7.0	106.0	38.9	-10.5	-18.8
O=C(CSCCO)Nc1cccc([N+](=O)[O-])c1	-6.3	-2.1	-2.1	-4.3	-4.0	98.0	-12.0	-3.6	-5.0
O=C(O)CCCN1C(=O)C(=O)/C(=C(/O)c2ccc(Cl)cc2)C1c1ccccc1 (configuration not stated)	7.9	-5.3	-1.8	-25.1	-1.1	103.0	-3.6	-9.2	-5.8
Cc1ccc(-c2cc(C(=O)Nc3cccnc3)c3ccccc3n2)o1	27.0	1.1	-2.5	-6.5	-30.0	100.0	20.9	-14.9	-11.0
CCCSc1nc(C)nc2c1c(=O)n(C)c(=O)n2C	9.1	-1.2	-2.6	10.0	/	96.0	10.1	-1.4	-15.5
COc1ccccc1N1CCN(C2CCCN(C(=O)c3snnc3C)C2)CC1 (configuration not stated)	-0.7	-2.7	-3.0	0.1	1.8	102.0	26.1	-22.1	2.5
COc1ccccc1C(=O)NCCC(=O)Nc1ncccc1O	1.1	-0.3	-2.3	0.4	1.4	101.0	32.6	-6.8	-6.1
Cc1ccccc1-c1nc(CS(=O)(=O)CC(=O)NCCN2CCCC2)c(C)o1	11.2	0.6	-0.6	-22.9	-4.4	106.0	23.5	14.0	-7.0
Cc1ccc(S(=O)(=O)c2ccc(C)cc2)cc1	2.4	-2.0	-3.6	-0.8	-2.3	102.0	-0.3	-5.5	-3.5
CCN(CC)CCN(C(=O)c1ccc(CN2CCCCC2)o1)C(C(=O)NC1CCCCC1)c1ccc(F)cc1 (configuration not stated)	-3.8	-4.9	-2.7	-0.6	6.3	94.0	-19.3	10.2	-13.9
CSCC[C@H](NC(=O)c1cccnc1)c1nnc2ccccn12	/	-1.9	-1.5	6.0	2.7	100.0	35.5	-9.7	-8.7
CCOC(=O)c1c(C)[nH]c(C(=O)CN2C(=O)NC(C)(c3ccc4ccccc4c3)C2=O)c1C (configuration not stated)	-20.5	2.4	0.1	-30.2	-1.4	99.0	-22.8	-17.6	4.4
COCCCNC(=O)C1c2ccccc2Oc2ccccc21	12.4	-1.7	-4.8	1.1	4.7	109.0	30.5	-3.9	2.0

# Part of the list above in order of molecular weight, rising.
molecule	SUMO HTRF inh	VIM-2 inh	IMP-1 inh	NS3 helicase inh	IDE act	MEKK3 PB1 HTS	PHOSPHO1 block	DNA FID counter	p-CIP stab down
COc1ccc(C)cc1-n1[nH]nnc1=S	10.2	0.9	-2.1	-3.7	2.3	91.0	-31.6	-3.7	-3.7
COCCCNC(=O)C1c2ccccc2Oc2ccccc21	12.4	-1.7	-4.8	1.1	4.7	109.0	30.5	-3.9	2.0
O=C(O)CCCN1C(=O)C(=O)/C(=C(/O)c2ccc(Cl)cc2)C1c1ccccc1 (configuration not stated)	7.9	-5.3	-1.8	-25.1	-1.1	103.0	-3.6	-9.2	-5.8

# Following part.
molecule	SUMO HTRF inh	VIM-2 inh	IMP-1 inh	NS3 helicase inh	IDE act	MEKK3 PB1 HTS	PHOSPHO1 block	DNA FID counter	p-CIP stab down
Cc1nc2sc3c(c2c(=O)o1)CCC3	4.5	-3.6	-1.4	2.6	-6.3	104.0	0.2	4.5	-10.3
COc1cccc(CNC(=O)CCC2CCCN(C(=O)c3cc4ccccc4o3)C2)c1 (configuration not stated)	3.6	-0.5	-1.2	3.1	3.2	86.0	44.0	-27.0	-8.1
CCn1c(SCc2nc3ccccc3[nH]2)nnc1-c1cccnc1	25.1	-4.9	-2.1	-11.7	4.1	77.0	3.0	-4.2	-3.7
CC(=O)c1ccc(NC(=O)CSc2cn[nH]n2)cc1	1.6	-1.0	-3.5	3.9	-0.8	100.0	44.9	-3.9	14.3
CCOC(=O)C1CCCN(C(=O)C2CCN(c3nnc(-n4cccc4)s3)CC2)C1 (configuration not stated)	-1.8	0.8	-3.6	6.3	-1.3	104.0	-0.6	-24.8	-7.0
Cc1cc(C(=O)Nc2cccc(O)c2)co1	-4.0	-2.5	-4.0	6.8	6.4	100.0	-25.3	3.8	-3.4
CCC1=NN2C(=N)/C(=C/c3cc(C)n(-c4ccccc4)c3C)C(=O)N=C2S1	17.3	-1.2	-4.2	-17.1	8.9	98.0	1.0	-8.0	3.7
Cc1ccc(C(=O)Nc2cccc3ncccc23)cc1[N+](=O)[O-]	2.6	-3.8	-2.9	12.1	-0.8	106.0	51.4	1.5	-2.0
O=C1CCCC2=C1C(c1ccsc1)CC(=O)N2c1ccccc1 (configuration not stated)	17.0	-3.7	-6.7	2.8	8.2	97.0	-10.2	-5.4	2.3
COc1cc(/C=N/NC(=O)CC2C(=O)NN=C2C)ccc1O (configuration not stated)	11.7	1.6	-1.4	-0.8	0.5	105.0	12.9	-5.5	3.6
O=C(Nc1ccc([N+](=O)[O-])cc1)C1CC1(c1ccccc1)c1ccccc1 (configuration not stated)	-4.9	-3.7	-2.7	5.7	-2.3	92.0	-8.5	6.1	-1.7
CCCn1c(=NC(C)=O)c(C(=O)OCC)cc2c(=O)n3ccccc3nc21	24.5	1.9	-0.6	-0.1	2.0	98.0	-31.3	-1.0	1.6
CCOC(=O)c1c(C)[nH]c(C)c1C(=O)CSc1nc2ccccc2[nH]1	-6.7	1.6	1.6	19.4	2.2	99.0	-6.4	-12.5	-3.4
CC(C)COC(=O)C1C2C=CC3(CN(C4CCCC4)C(=O)C13)O2 (configuration not stated)	15.2	-1.4	-2.2	1.2	2.6	96.0	-30.2	-0.3	-3.1
Cc1cc(C)cc(OCC(=O)Nc2cc(C)on2)c1	12.1	-1.2	-1.1	0.9	2.0	95.0	36.3	6.3	4.8
Cc1ccc(NC(=O)COC(=O)CNC(=O)c2ccc(C)s2)cc1	2.2	-0.7	-4.1	-13.3	-0.2	89.0	-11.2	-6.5	-2.7
COc1ccccc1NC(=O)c1sc2nc(-c3ccco3)ccc2c1N	54.3*	-3.6	-3.3	48.7*	-9.8	102.0	-27.3	-11.6	-22.9
Cn1cnnc1SCC(=O)Nc1ccc(S(N)(=O)=O)cc1	-4.7	0.2	-0.8	0.5	0.5	107.0	18.9	-4.2	5.0
O=[N+]([O-])c1ccc(OCc2nnc(-c3ccccc3)o2)cc1	3.8	-2.7	-2.7	-8.2	-3.4	114.0	24.4	5.9	10.8
O=C(NCC1CCCO1)c1ccc(/C=N/O)nc1 (configuration not stated)	14.0	-2.7	-1.1	4.1	-1.9	108.0	15.5	-8.6	1.4
COc1cccc(S(=O)(=O)NCc2ccc3c(c2)OCO3)c1	-7.8	-3.2	-0.6	1.9	-0.5	100.0	20.1	-7.6	3.9
Cc1cc(C)c(S(=O)(=O)N2CCN(C(=O)C(C)Cn3nc(C)nc3C)CC2)c(C)c1 (configuration not stated)	-17.1	-0.4	-4.4	-15.4	3.9	104.0	19.0	-24.6	5.4
CCOC(=O)C(CC(=O)O)N1CCCCC1 (configuration not stated)	14.6	-0.1	-1.0	-9.0	6.8	92.0	19.4	5.7	-10.2
CC(=O)c1cccc(NC(=S)N2CCN(CCN3C(=O)c4cccc5cccc(c45)C3=O)CC2)c1	16.7	0.8	-2.9	-0.7	1.1	96.0	-33.8	-3.1	2.5
Cc1[nH]c2ccccc2c1C(=O)CSc1nc2ccccc2c(=O)n1CCCN1CCOCC1	-7.2	1.7	-2.5	-15.7	-0.3	102.0	15.5	3.7	-14.6
COc1cc(OC)c(/C=N/NC(=O)c2ccc(NC(C)=O)cc2)cc1Br	50.4*	-0.5	-1.7	5.1	4.9	94.0	0.4	-5.3	-3.7

# Single values from above.
# `COc1cccc(S(=O)(=O)NCc2ccc3c(c2)OCO3)c1` in VIM-2 inh shows -3.2
# `COc1ccccc1NC(=O)c1sc2nc(-c3ccco3)ccc2c1N` in VIM-2 inh shows -3.6
